Compound activity (PubChem BioAssay)
A3G deaminase: APOBEC3G (human) deaminase inhibition; 330,000 tested, 0.28% active; recombinant A3G, ssDNA deamination FAM/TAMRA fluorescence; Q9HC16; inhibition, % at 20 µM;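 active = inhibition of at least 40% at 20 µM, with no more than 30% in the related APOBEC3A deaminase screen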;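 note: plate controls were DMSO wells with A3G for no effect and wells lacking A3G enzyme for full effect; some compounds called inactive have numbers as strong as hits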
Target sequence (Q9HC16 whole entry, looked up): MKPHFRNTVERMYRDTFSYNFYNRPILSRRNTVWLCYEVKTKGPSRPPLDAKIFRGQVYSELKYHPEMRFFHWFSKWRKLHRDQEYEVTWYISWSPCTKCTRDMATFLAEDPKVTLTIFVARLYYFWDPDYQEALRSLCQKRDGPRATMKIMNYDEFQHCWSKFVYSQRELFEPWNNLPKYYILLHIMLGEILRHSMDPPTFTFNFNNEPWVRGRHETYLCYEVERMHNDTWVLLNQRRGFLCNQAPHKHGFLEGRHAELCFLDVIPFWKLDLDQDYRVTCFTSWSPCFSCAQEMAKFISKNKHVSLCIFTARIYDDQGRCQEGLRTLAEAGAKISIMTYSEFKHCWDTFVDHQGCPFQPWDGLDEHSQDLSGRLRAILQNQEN
A3A deaminase: inhibitors of human APOBEC3A DNA deaminase; inhibition, % at 20 µM; 330,000 tested, 0.41% active; P31941; recombinant A3A, FAM/TAMRA ssDNA deamination fluorescence; AID 493011;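 active = at least 40% inhibition at 20 µM here, with at most 30% in a related deaminase screen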;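 note: plate controls were A3A with DMSO for no effect and wells lacking A3A enzyme for full effect; some results filed as inactive read as strong as hits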
Target sequence (P31941 whole entry, looked up): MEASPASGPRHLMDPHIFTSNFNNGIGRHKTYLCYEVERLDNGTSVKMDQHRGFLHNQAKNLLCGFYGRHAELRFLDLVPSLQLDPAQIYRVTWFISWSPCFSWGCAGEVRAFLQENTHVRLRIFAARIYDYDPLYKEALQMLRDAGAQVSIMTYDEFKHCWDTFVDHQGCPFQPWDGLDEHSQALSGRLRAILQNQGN
TIM10 inh: TIM10 yeast growth inhibition | inhibition, % at 10 µM | S. cerevisiae TIM10 strain growth, BacTiter-Glo luminescence, 24 h | 330,000 tested, 1.4% active;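 active = inhibition of 40% or more at the single tested concentration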;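 note: wild-type TIM10 isogenic control strain grown at permissive 25 °C; 0% = DMSO yeast wells and 100% = minimal medium wells without yeast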
tim10-1 inh: inhibits growth of tim10-1 mutant yeast; S. cerevisiae tim10-1 ts strain growth, BacTiter-Glo, 24 h; inhibition, % at 20 µM; 330,000 tested, 2.2% active;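 active = inhibition of at least 40%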;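 note: mutant grown at 25 °C; 0% = DMSO wells with yeast and 100% = wells holding no yeast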
NLRP3 yeast inh: blocks the NALP3 inflammasome reconstituted in yeast. Yeast reconstituted NLRP3/ASC/caspase-1, beta-gal luminescence, 24 h. inhibition, % at 10 µM. 330,000 tested, 0.39% active. AID 2825;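 active = inhibition of 50% or more; inactive = inhibition below 50%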;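 note: plate controls were induced DMSO wells for no effect and uninduced yeast grown without galactose for full effect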
mIAP inh: mouse IAP inhibition; purified mouse IAP, CDP-Star luminescence, 30 min; inhibition, % at 10 µM; 330,000 tested, 0.2% active; AID 2806;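 active = inhibition of at least 40% at 10 µM in the primary screen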;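 note: plate controls were DMSO with enzyme for no effect and no enzyme wells for full effect; values of inactives mirror those of a sister screen read the other way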
mIAP activ: increases mouse intestinal alkaline phosphatase activity | muIAP, CDP-Star luminescence, 30 min; stronger effect = higher value; 1 = vehicle-only enzyme signal, 0 = enzyme-free wells | 330,000 tested, 0.24% active | activation factor at 10 µM;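 active = activation factor of at least 2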; note: the source names both 10 and 20 µM as test concentration; values of inactives mirror those of a sister screen read the other way
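Assay system: mouse IAP enzyme; reagent: chemiluminescent substrate CDP-Star; dosing: test compounds delivered from DMSO solution; schedule: 30 min at room temperature; measured by: luminescence from enzymatic CDP-Star hydrolysis; controls: DMSO-only wells and no-enzyme negative control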
hIAP inh: blocks human intestinal alkaline phosphatase; P09923; purified IAP, CDP-Star luminescence, 30 min; inhibition, % at 10 µM; 330,000 tested, 0.12% active; AID 2544;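 active = inhibition reaching a set limit with compound at 10 µM in the primary screen, cut at about 35% in these data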;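 note: plate controls were DMSO wells with enzyme for no effect and no-enzyme buffer wells for full effect; values of inactives mirror those of a sister screen read the other way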
Target sequence (P09923 whole entry, looked up): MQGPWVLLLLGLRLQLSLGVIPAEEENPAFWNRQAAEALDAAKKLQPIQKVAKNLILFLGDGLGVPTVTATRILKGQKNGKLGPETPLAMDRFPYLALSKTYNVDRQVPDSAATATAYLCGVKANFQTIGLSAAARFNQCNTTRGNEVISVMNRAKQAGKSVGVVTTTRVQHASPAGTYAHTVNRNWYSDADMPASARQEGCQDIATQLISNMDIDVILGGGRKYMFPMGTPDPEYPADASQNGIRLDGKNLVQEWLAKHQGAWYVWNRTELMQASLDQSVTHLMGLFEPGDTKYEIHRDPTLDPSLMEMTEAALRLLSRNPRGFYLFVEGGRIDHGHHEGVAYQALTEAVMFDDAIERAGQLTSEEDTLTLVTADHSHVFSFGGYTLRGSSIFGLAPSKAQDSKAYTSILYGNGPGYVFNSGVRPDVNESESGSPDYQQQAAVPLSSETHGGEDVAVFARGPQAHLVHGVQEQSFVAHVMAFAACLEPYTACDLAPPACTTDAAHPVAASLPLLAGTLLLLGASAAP
MIN6 prolif: inducers of beta-cell replication in MIN6 cells; MIN6 cells proliferation, ATPlite luminescence, 48 h; cells starved in 0.2% serum; 100% = growth in 10% serum; proliferation, % at 10 µM; 330,000 tested, 0.29% active; AID 2380;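 active = compounds whose signal lies at least 3.5 SD above the mean of all wells on their plate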;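 note: 0% = DMSO-treated cells in low-serum medium and 100% = 10% serum control; some compounds called inactive have numbers as strong as hits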
Starred values were filed as active, the others as inactive; · = not tested or not shown.

SMILES	A3G deaminase	A3A deaminase	TIM10 inh	tim10-1 inh	NLRP3 yeast inh	mIAP inh	mIAP activ	hIAP inh	MIN6 prolif
CC1(C)Cc2c(c(N3CCCC3)nc3sc(C(=O)Nc4ccccc4)c(N)c23)CO1	10	-3	3	29	11	-3	1	7	1
COc1cc(NS(C)(=O)=O)c(OC)cc1NC(=O)c1cccc(F)c1	-2	-3	2	7	4	-6	1.1	7	0
O=C(COC(=O)CCc1nc2ccccc2c(=O)[nH]1)Nc1c(Cl)cccc1C(F)(F)F	-2	6	-11	-16	17	10	0.9	8	2
COc1ccccc1CNC(=O)CNCCc1ccc(OC)c(OC)c1	1	3	0	-7	20	-6	1.1	-16	-3
Cc1nnc(NC(=O)CSc2nnc(CNC(=O)C34CC5CC(CC(C5)C3)C4)n2C2CCCCC2)s1	-12	-3	3	1	15	-8	1.1	-10	0
Cc1ccc(NCc2nnc(SCC(=O)NNC(=O)Cc3ccccc3)n2C)cc1	-2	0	-10	-10	-4	0	1	-54	1
CCC(CC)C(=O)Nc1cc(OC)c(OC)cc1C(=O)O	-1	-1	6	8	4	0	1	-6	0
Cc1ccc2c(c1)C1CN(C)CCC1N2S(=O)(=O)c1cccc(F)c1 (stereo not given)	-2	0	8	4	14	11	0.89	-14	-1
O=C(O)CC1S/C(=N/N=C/c2ccc(Br)cc2)N(c2ccccc2)C1=O (stereo not given)	-6	2	16	17	9	-1	1	8	2
Cc1cccc(OCc2nc(-c3nonc3N)no2)c1C	0	4	5	19	44	-4	1	6	-1
CCOc1ccc(OCCOC(=O)CN2C(=O)NC3(CCCC3)C2=O)cc1	-5	4	14	15	22	-3	1	15	5
CC1(c2ccccc2)NC(=O)N(CC(=O)Nc2ccc(C(N)=O)cc2)C1=O (stereo not given)	-7	-3	7	-23	-6	1	0.99	-13	3
CN(CC(=O)Nc1ccc(F)c(F)c1F)C(=O)c1cc(-c2ccncc2)nc2ccccc12	-9	9	4	16	3	4	0.95	0	-4
CCOc1ccc(C(C)=O)cc1CSc1nc2nc(C)cc(C)n2n1	-4	0	5	21	26	2	0.98	0	-3
O=C(OCn1nnc2ccccc2c1=O)c1ccc(N2CCOCC2)c([N+](=O)[O-])c1	-9	-5	-2	11	17	5	0.95	0	-4
Cc1sc2nc(CSc3cccc(C(F)(F)F)c3)[nH]c(=O)c2c1C	-4	-7	29	12	6	9	0.91	4	0
CC(OC(=O)C1=Cc2ccccc2OC1)C(=O)NC(C)(C)C (stereo not given)	-7	3	3	12	17	-15	1.2	1	1
COc1ccc(NC(=O)CN2CCC(C)CC2)c([N+](=O)[O-])c1	-8	0	-3	2	-7	14	0.86	11	-1
NC(=NCCc1ccc(Cl)cc1)NS(=O)(=O)c1ccccc1	-5	-4	-7	-2	17	-4	1	-10	2
Cn1cccc1/C=N\NC(=O)c1cncc(Br)c1	-7	-5	2	-4	6	-7	1.1	-25	5
CCCCCCCCN1[C@@H](CC(=O)OCC)c2cc(C(F)(F)F)ccc2S1(=O)=O	-3	-3	1	2	5	0	1	-14	-6
CC(=O)N1c2ccccc2CCc2ccc(N)cc21	-4	-5	-3	-3	21	-9	1.1	-16	-3
O=C(Nc1ccc2snnc2c1)N1CCN(c2ccccc2)CC1	-4	-4	2	10	6	-4	1	9	-4
COc1ccc(NC(=O)Nc2ccccc2C(N)=O)cc1OC	0	2	6	4	6	-3	1	8	0
O=C(Nc1ccccc1)/C(=C/c1cccnc1)NC(=O)c1ccco1	-4	1	6	12	-6	-6	1.1	11	-2
The list goes on:
SMILES	A3G deaminase	A3A deaminase	TIM10 inh	tim10-1 inh	NLRP3 yeast inh	mIAP inh	mIAP activ	hIAP inh	MIN6 prolif
COc1cccc(CNc2nc3ccccc3n2CCN2CCCCC2)c1OC	-1	1	-1	15	11	2	0.98	-3	-2
CCc1ccc(CN(C)C(=O)CC2C(=O)NCCN2Cc2ccoc2)cc1 (stereo not given)	-2	4	-3	2	5	0	1	3	1
CN(C)c1ccc(C(=S)N2CCN(Cc3ccccc3)CC2)cc1	23	7	14	15	24	4	0.96	4	-1
NC(=O)c1ccccc1OCC(=O)Nc1cccnc1Cl	-2	-4	15	7	20	-7	1.1	-22	-1
Cc1cc(C(=O)OCC(=O)NCc2ccco2)c(C)n1-c1ccccc1	4	7	-15	24	14	-10	1.1	-7	0
Cc1nn(CC(=O)NNC(=O)c2cccc(Br)c2)c(C)c1[N+](=O)[O-]	-4	-5	-6	4	14	5	0.95	-16	0
Cc1ccc(NC(=O)c2cccc(F)c2)cc1S(=O)(=O)N1CCCCCC1	-3	24	33	34	22	5	0.95	7	-4
Cc1ccc(S(=O)(=O)CC(=O)N2CCN(c3cccc(C(F)(F)F)c3)CC2)cc1	-5	-1	8	33	-38	8	0.92	-24	-4
COCCN(C(=O)COC(=O)/C=C/c1cccs1)c1c(N)n(Cc2ccccc2)c(=O)[nH]c1=O	-8	1	-11	-12	11	-2	1	-4	0
CCCCN(C(=O)CN(C)CC(=O)Nc1cccc(OC)c1)c1c(N)n(CCCC)c(=O)[nH]c1=O	-8	0	1	6	1	-5	1.1	9	-2
Cc1ccc2nc3c(cc(S(=O)(=O)c4ccccc4)c(=N)n3Cc3ccco3)c(=O)n2c1	9	12	22	12	12	13	0.87	10	-6
Cc1cccc(NC2=CC(=O)OC(C)C2)c1 (stereo not given)	-2	2	-2	7	2	-4	1	4	-1
COC(=O)[C@@]1(Cc2ccc(F)cc2)[C@@H]2[C@@H](CC(=O)[C@H]2CC(=O)C(=O)N(C)C)CN1C(=O)c1ccccc1	-2	-2	3	4	18	7	0.93	9	-4
COc1ccc(C)cc1NC(=S)NC(C)c1ccc(OC)c(OC)c1 (stereo not given)	6	3	37	16	25	-11	1.1	-7	-5
Cc1nn(C)cc1S(=O)(=O)Nc1ccc(C(F)(F)F)cc1	9	0	10	17	12	-8	1.1	2	-2
C=C(C)COc1ccc(-c2[nH]ncc2-c2ccc(Br)cc2)c(O)c1	4	2	49*	-7	1	16	0.84	-23	0
Fc1ccccc1N1CCN(Cc2cnc(Cl)s2)CC1	-4	2	-7	-14	14	-4	1	-7	0
O=[N+]([O-])c1cc(CS(=O)(=O)Oc2ccc(Cl)cc2)c(O)c([N+](=O)[O-])c1	-4	-2	7	12	15	11	0.89	20	-1
COc1ccccc1N1CC(C(=O)Nc2nnc(SCC(=O)NC(C)C)s2)CC1=O (stereo not given)	-9	-1	-1	-19	11	2	0.98	-3	1
CCn1c(C(C)NC(=O)c2cccs2)n[nH]c1=S (stereo not given)	-7	1	5	9	19	-5	1.1	-14	0
CCOC(=O)C1=CN(Cc2cccc(F)c2)S(=O)(=O)NC1c1cccc(OC)c1 (stereo not given)	-1	4	3	23	·	-10	0.97	·	·
CCOC(=O)N1CCC(=NNC(=O)COc2ccc(C#N)cc2)CC1	3	3	-2	-5	5	9	0.91	10	-1
CCOc1ccc(S(=O)(=O)Nc2cccc(OC)c2)cc1	1	8	12	30	22	12	0.88	-2	-1
O=C(Nc1ccc(S(=O)(=O)NCc2ccccc2)cc1)C1CCCCC1	-3	1	-2	-4	4	-7	1.1	-3	1
CN(C)S(=O)(=O)N1CCN(S(=O)(=O)N(C)C)CC1	2	3	-7	-11	2	10	0.91	-14	-1
Remaining list, next part:
SMILES	A3G deaminase	A3A deaminase	TIM10 inh	tim10-1 inh	NLRP3 yeast inh	mIAP inh	mIAP activ	hIAP inh	MIN6 prolif
O=C(NCCN1C(=O)C2C3C=CC(C3)C2C1=O)N1CCCCC1 (stereo not given)	5	-1	9	18	22	-6	1.1	-6	-1
Nc1nc2nc(-c3ccccc3)cc(C(F)(F)F)c2s1	-8	1	47*	5	-17	-1	1	-28	0
COC(=O)[C@@H](c1ccccc1)N(C)S(=O)(=O)c1cccc(S(=O)(=O)N(C)[C@@H](C(=O)OC)c2ccccc2)c1	-9	-4	7	17	9	1	0.99	2	-4
O=C(Nc1ccccc1N1CCOCC1)C1CCCO1 (stereo not given)	-3	6	7	3	11	6	0.94	4	4
C=CCC[C@@H](Cc1ccc(F)cc1)C(=O)OC[C@@H](Cc1c[nH]c2ccccc12)NC(=O)[C@H](CC=C)CC(=O)N(CCO)Cc1ccccc1	-9	-1	2	3	30	6	0.94	-12	-6
CC(C)NCC(=O)Nc1c2c(nc3ccccc13)CCC2	0	-2	-1	0	5	-4	1	-12	-1
COc1ccc(OC)c(C(O)c2coc3ccc(O)c(CN4CCOCC4)c23)c1 (stereo not given)	-4	-2	11	10	20	4	0.96	1	-2
COc1cc(C(=O)NCc2nnc(SCC(=O)N3CCCc4ccccc43)o2)cc(OC)c1OC	-4	0	4	8	30	-1	1	-5	-2
Cc1cc(-c2ccccc2)nc2c(Br)c(C(=O)O)nn12	23	42*	-8	-10	2	28	0.72	12	-2
N#CC1=C(N)Oc2nc(-c3ccccc3)[nH]c2C1c1cccnc1 (stereo not given)	0	-3	-5	11	7	-14	1.1	-16	0
COCCNC(=O)C(c1cccs1)N(Cc1ccccc1)C(=O)Cn1nnc2ccccc21 (stereo not given)	0	-1	8	8	-2	-2	1	15	1
COCCNc1oc(/C=C/c2ccccc2)nc1C#N	2	7	5	14	35	-8	1.1	-6	-1
CCN(CC)CCc1nc(-c2ccccc2)no1	-10	-5	5	4	18	-14	1.1	3	5
O=C(Cc1ccc(Cl)cc1)Nc1cc(S(=O)(=O)N2CCOCC2)ccc1N1CCCC1	4	10	2	17	4	-6	1.1	0	-3
CC(C)(C)OC(=O)NCCC(=O)N/N=C/c1ccc2ncccc2c1	-11	-3	13	7	7	-5	1.1	-2	3
COc1ccc(C2CC(C(F)(F)F)n3nc(CO)c(Cl)c3N2)cc1OC (stereo not given)	-7	-5	-6	17	-8	2	0.98	4	0
CCN(C(=O)CCC(=O)N(CC)c1ccccc1)c1ccccc1	-3	4	10	23	7	12	0.88	5	-1
C[C@H]1CN([C@@H](C)CO)C(=O)Cc2cc(NC(=O)CCN3CCOCC3)ccc2O[C@@H]1CN(C)Cc1ccc(Oc2ccccc2)cc1	-4	-2	12	14	7	-8	1.1	10	-5
Cc1ccc(C(=O)CN2CCC(NC(=O)C3CCCCC3)CC2)cc1	-5	-5	8	-3	17	-4	1	11	-4
Cc1c(Br)ccc(NC(=O)CCN2C(=O)C3C4CCC(C4)C3C2=O)c1C (stereo not given)	-8	-2	1	3	14	-4	1	-9	-3
COC(=O)[C@H](C(C)C)N(Cc1ccccc1)S(=O)(=O)CCNC1CCCC1	7	6	9	19	·	7	0.93	·	·
O=C(CN(C(=O)CCC(=O)Nc1nccs1)c1ccc(F)c(Cl)c1)NCc1ccco1	-4	-1	-1	-3	0	4	0.96	6	-3
COc1cc2nc(CN3CCN(S(=O)(=O)c4ccc(Br)cc4)CC3)[nH]c(=O)c2cc1OC	-8	-6	6	3	7	10	0.91	-10	-2
Cn1c(N)c(C(=O)COC(=O)c2ccccc2C(=O)c2ccc(Cl)cc2)c(=O)n(C)c1=O	-2	2	6	9	18	1	0.99	-7	-1

Fetched one by one from the entries so far, 3 records:
SMILES	A3G deaminase	A3A deaminase	TIM10 inh	tim10-1 inh	NLRP3 yeast inh	mIAP inh	mIAP activ	hIAP inh	MIN6 prolif
CCC(CC)C(=O)Nc1cc(OC)c(OC)cc1C(=O)O	-1	-1	6	8	4	0	1	-6	0
CN(C)c1ccc(C(=S)N2CCN(Cc3ccccc3)CC2)cc1	23	7	14	15	24	4	0.96	4	-1
CCCCN(C(=O)CN(C)CC(=O)Nc1cccc(OC)c1)c1c(N)n(CCCC)c(=O)[nH]c1=O	-8	0	1	6	1	-5	1.1	9	-2
